Screening results deposited in PubChem by National Center for Advancing Translational Sciences (NCATS).
12-hLO inh – inhibitors of human 12-lipoxygenase (ALOX12); Potency, µM (titrated, usually from 57.1 µM), for inactives: at the top dose activity change, negative = inhibition, hits mostly inhibitors; purified 12-hLO, xylenol orange hydroperoxide absorbance; 150,000 compounds, 0.12% hits; P18054; also: potency is read from the fitted curve at half-maximal effect; nearly all actives have a fitted effect of over 55% in size; many of its hits are not listed in these tables
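150 nM 12hLO, 25 mM Hepes pH 7.0 + 0.01% Triton X-100; cpd preinc 15 min RT; 40 uM arachidonic acid, 30 min RT; Fe-XO 30 min; A573/A405 ratio as read-out.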
ALOX15B inhib – inhibitors of human 15-lipoxygenase 2 (ALOX15B); Potency, µM (doses to about 57.1 µM), for inactives: at the top dose activity change, negative = inhibition, actives largely listed as inhibitors; AID 881; 110,000 compounds, 0.56% hits; purified 15hLO-2, xylenol orange hydroperoxide absorbance; also: potency is read from the fitted curve at half-maximal effect; nearly all actives have a fitted effect of over 60% in size; many of its hits are not listed in these tables
Target sequence (O15296 whole entry, looked up): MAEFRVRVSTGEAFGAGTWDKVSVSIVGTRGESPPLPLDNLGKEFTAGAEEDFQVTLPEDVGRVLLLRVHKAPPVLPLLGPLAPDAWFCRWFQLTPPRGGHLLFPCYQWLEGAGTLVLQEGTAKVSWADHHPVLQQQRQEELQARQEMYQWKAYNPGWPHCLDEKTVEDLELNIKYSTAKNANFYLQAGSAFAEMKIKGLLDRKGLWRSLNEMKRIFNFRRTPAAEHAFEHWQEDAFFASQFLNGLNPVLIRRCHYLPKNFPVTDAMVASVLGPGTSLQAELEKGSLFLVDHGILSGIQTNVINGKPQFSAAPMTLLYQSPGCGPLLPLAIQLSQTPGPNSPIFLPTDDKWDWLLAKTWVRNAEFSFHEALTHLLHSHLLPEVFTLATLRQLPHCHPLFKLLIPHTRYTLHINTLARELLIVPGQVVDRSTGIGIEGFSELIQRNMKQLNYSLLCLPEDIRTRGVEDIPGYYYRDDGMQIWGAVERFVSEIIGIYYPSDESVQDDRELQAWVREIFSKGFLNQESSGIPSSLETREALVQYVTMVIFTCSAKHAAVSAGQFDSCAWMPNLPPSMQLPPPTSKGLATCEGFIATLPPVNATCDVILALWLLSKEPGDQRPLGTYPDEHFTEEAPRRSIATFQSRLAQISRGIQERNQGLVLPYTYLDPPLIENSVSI
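Screening format was qHTS against 50 nM purified 15hLO-2 in Hepes pH 7.5 with detergent. Activity follows hydroperoxide formation from 45 uM arachidonic acid, measured as 573:405 nm absorbance ratio of the ferric-xylenol orange complex.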
PNC inhibitor – inhibitors of perinucleolar compartment assembly; PC3M PTB-GFP, PNC prevalence imaging, 16 h; active compounds read low; activity change (PNC), negative = inhibition, % at 10 µM; 140,000 compounds, 3.1% hits;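 active = readout at or below -70, meaning at least 70% loss of cells showing the perinucleolar compartment, a nuclear body marking cancer cells; inconclusive = readout between -30 and a set limit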;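 also: plate controls were DMSO wells for no effect and camptothecin positive control wells for full effect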
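Compounds are pinned in duplicate onto adhered PC3M cells stably expressing GFP-tagged PTB and incubated 16 h at 37 C. Cells are then fixed, nuclei stained with Hoechst, and PNC-positive cells counted.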
IMPase inh – IMPase inhibition in cells | P97697 | CHO-M1 cells, IP1 accumulation, HTRF TR-FRET ratio | inhibition (IP1 accumulation), % at 46.1 µM | 120,000 tested, under 10 active; active = well fitted curve in the direction sought with a large enough effect in the signal ratio, not every such curve was filed as active; inconclusive = small, poorly fitted or top-dose-only effect, or a change in a side signal; inactive = no such curve, though single readings can be large or run the other way; the % refers to the signal ratio;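 also: cells stimulated with carbachol in lithium chloride buffer; plate controls were DMSO basal wells for no effect and reference inhibitor wells for full effect; higher means more IMPase inhibition seen as more IP1 and lower FRET ratio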
Target sequence (P97697 whole entry, looked up): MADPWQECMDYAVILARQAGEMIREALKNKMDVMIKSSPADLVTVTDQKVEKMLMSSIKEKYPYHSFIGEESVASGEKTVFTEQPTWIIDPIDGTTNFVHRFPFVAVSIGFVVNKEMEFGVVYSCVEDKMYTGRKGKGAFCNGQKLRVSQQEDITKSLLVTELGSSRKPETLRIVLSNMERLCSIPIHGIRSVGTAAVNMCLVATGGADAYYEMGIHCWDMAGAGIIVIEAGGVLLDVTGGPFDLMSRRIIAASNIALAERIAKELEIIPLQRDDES
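The IP-One HTRF competitive assay in carbachol-stimulated CHO-M1 cells quantifies cellular IP1. Compounds spanned up to 46 uM final, and activity is expressed as AC50 from concentration-response fits of the ratio and donor data.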
Active calls of the source: *; ? = inconclusive; . = not tested or not shown; & = joins results of further samples; [ ] = dose if it differs, or a comment. Unless noted, calls follow the shape of the dose curve; as a rule, active = well fitted curve in the direction sought with a large enough effect; inconclusive = small, poorly fitted or top-dose-only effect, or another doubt; inactive = no such curve, though single readings can be large; an effect the other way counts as inactive or inconclusive. Unless noted, % is scaled to controls: 0 for no effect and ±100 for the full control effect.

SMILES	12-hLO inh	ALOX15B inhib	PNC inhibitor	IMPase inh
Cc1ccc(-c2ccc(SCC(=O)N3CCCc4ccccc43)nn2)cc1	-2%	.	38	-1
COc1ccc(Cl)cc1N/C(N)=N/c1nc(CSc2ccc(C)cc2)cc(=O)[nH]1	2%	16%	-26	2
N=c1c2c(-c3ccccc3)c(-c3ccccc3)n(Cc3ccco3)c2ncn1CCCn1ccnc1	2%	.	-98*	.
CC(NC(=O)CSc1nc(=O)cc(N)n1-c1ccccc1)c1ccccc1 (stereo not given)	0%	.	?	.
COC(=O)c1ccccc1OC(=O)c1ccc(Br)o1	-7%	3%	-14	-1
CCN(CC)c1ccc(/C=N/N2CCN(Cc3cccc4ccccc34)CC2)c(O)c1	1%	20%	19	6
Cc1cc(CNC(=O)Cc2c(F)cccc2Cl)nn1C	5%	0%	25	-12
CN(C)S(=O)(=O)c1cccc(NS(=O)(=O)c2ccc(Cl)s2)c1	-3%	.	30	.
C/C(Cc1ccccc1)=N\NC(=O)CCCCCC(=O)N/N=C(\C)Cc1ccccc1	2%	2%	90	-1
O=C(COC(=O)c1ccccn1)NC12CC3CC(CC(C3)C1)C2	1%	-4%	30	7
CN(C)c1ccc(N=NS(=O)(=O)O)cc1	-11%	-26%	.	.
COc1ccc(Cn2cnc3c([N+](=O)[O-])c(C)c(C)cc32)cc1	-1%	1%	32	7
O=C(CNS(=O)(=O)c1ccccc1)OCC(=O)c1ccc(OC(=O)c2ccccc2)cc1	0%	-4%	82	1
CC(C)CC(=O)Nc1nc2ccc(S(=O)(=O)N3CCOCC3)cc2s1	-5%	-3%	7	?
Cc1ccccc1OCc1nc2ccccc2c(=O)n1N	4%	3%	?	4
CCCn1c(=O)c2ccccc2n2c(SCC(=O)/C(C#N)=C(\C)N)nnc12	-5%	-7%	15	5
CCN(CC)C(=O)CSc1nc(O)cc(=O)n1-c1ccccc1OC	-8%	-1%	17	-9
CCOC(=O)N1CCN(C(=O)C(NS(=O)(=O)c2cccc3nsnc23)c2ccccc2)CC1 (stereo not given)	-6%	8%	?	-2
CCOc1ccc(Oc2cc(C)nc(SC)n2)nn1	5%	.	?	-15
Cc1c(C(=O)NCc2ccc3c(c2)OCO3)sc2nc(-c3ccccc3)cn12	-3%	3%	-16	11
CC(C)(C)NC(=O)CN(C(=O)CSc1nnc(COc2ccccc2)o1)c1cccc(F)c1	1%	-9%	37	-2
COc1ccc(CCNC(=O)c2sc(=S)n(C)c2N)cc1	-2%	-7%	4	4
COC(=O)c1ccc(CSc2nnc3sc4ccccc4n23)o1	-1%	-9%	-27	9
CC(=O)OC(C(=O)NCc1ccco1)c1cccnc1 (stereo not given)	2%	11%[2.29 µM]	?	-11
COc1ccccc1N1CCN(CCCCCCOc2ccc(F)cc2)CC1	-6%	.	18	.
O=Cc1c(N2CCCCCC2)nc2ccccn2c1=O	-1%	-3%	-1	-1
C=CCNc1nc(SCC=C)nc2ccsc12	-1%	7%	-9	3
C/C(=N\OC(=O)c1ccc(Cl)cc1)c1sc(-c2ccccc2)nc1C	0%	-6%	-16	4
CCOc1ccc(N(CC(=O)NCc2ccco2)S(=O)(=O)c2ccc(OC)c(OC)c2)cc1	-4%	9%	30	0
C/C=C/C=N/NC(=O)CN(c1ccc(Br)cc1)S(=O)(=O)c1ccccc1	-4%	.	45	.

Not a retest: an excerpt of the list.
SMILES	12-hLO inh	ALOX15B inhib	PNC inhibitor	IMPase inh
COc1ccc(CCNC(=O)c2sc(=S)n(C)c2N)cc1	-2%	-7%	4	4
COC(=O)c1ccc(CSc2nnc3sc4ccccc4n23)o1	-1%	-9%	-27	9
CC(=O)OC(C(=O)NCc1ccco1)c1cccnc1 (stereo not given)	2%	11%[2.29 µM]	?	-11

Other compounds follow:
SMILES	12-hLO inh	ALOX15B inhib	PNC inhibitor	IMPase inh
COc1ccc(Cl)cc1CSc1n[nH]c(C)n1	-2%	1%	?	1
Cc1ccc(NC(=S)NC2CC3CCC(C2)N3Cc2ccco2)cc1C (stereo not given)	1%	7%	-15	11
NC(=O)C1CCN(CCC(=O)Nc2ccc(Br)cc2)CC1	-28%	?	-22	9
Cn1c(=O)c(Nc2ccc(O)cc2)c2c3c(cccc31)C(=O)c1ccccc1-2	-4%	.	-18	.
COC(=O)CCc1c(C)c(C(=O)c2ccco2)c2ccccn12	-4%	-18%	?	?
CCOc1ccccc1NC(=O)C1CCCN(S(=O)(=O)c2cccc3cccnc23)C1 (stereo not given)	0%	0%	-27	6
Cn1ncc(C#N)c1/N=C/N(Cc1ccccc1)Cc1ccccc1	-4%	12%	-19	20
Cc1cc(=O)n2nc(N3CCCC(C(=O)NCCC4=CCCCC4)C3)sc2n1 (stereo not given)	-1%	2%	7	0
Cc1c(C(=O)O)oc2c1ccc1ccccc12	-6%	-16%	7	-9
N#CCCn1cc(/C=C(\C#N)c2nc3ccccc3s2)c(-c2ccc(F)cc2)n1	-1%	-4%	16	4
O=C(Nc1ccc(Cl)c([N+](=O)[O-])c1)c1ccncc1	3%	.	67	.
CCOC(=O)c1ccc(NC(=O)CCOc2ccccc2)cc1	1%	-5%	6	7
O=C(NC1CCCC1)C1CCC(CNS(=O)(=O)c2cccs2)CC1 (stereo not given)	-4%	.	4	.
CCn1c(CNc2ccc(Cl)cc2)nnc1SCC(=O)OC1CCCCC1	-1%	.	-6	15
O=C(Nc1ccccc1)N1C(=O)C2(OCCO2)c2ccccc21	0%	4%	-5	-6
CCOc1cc(N2CCOCC2)c(OCC)cc1NC(=O)c1ccc(OCc2c(C)noc2C)c(OC)c1	0%	.	68	10
O=C1C2CC=CCC2C(=O)N1c1ccc(NCCc2cccc(F)c2)c([N+](=O)[O-])c1 (stereo not given)	4%	.	9	.
C=CCSc1ccsc1C(=O)O	5%	-4%	-12	-10
O=C(Nc1nnc(C2CC2)s1)c1cccc(S(=O)(=O)N2CCc3ccccc32)c1	-3%	-19%	?	4
Cc1cccc(NC(=O)Cc2coc3ccc4ccccc4c23)n1	-7%	20%	11	2
CC(=O)C1=C(C)NC(=O)NC1c1ccccc1 (stereo not given)	-2%	3%	-9	2
Cc1cc(NC(=O)CCC2CCCCC2)no1	0%	.	-12	-1
Cc1cccc(C(=O)NC(=S)NNC(=O)c2ccccc2Cl)c1	0%	.	32	.
CCc1nnc(NS(=O)(=O)c2ccc(NC(=S)NC(=O)c3ccc(Br)cc3)cc2)s1	?	.	-5	.
Brc1ccc(CSc2nnc(-c3ccccn3)n2Cc2ccco2)cc1	-16%	9%	23	-3[9.22 µM]
CC(C)CNC(=S)NC(=O)c1ccccc1Cl	-7%	.	-134*	.
CN(C)CCNC(=O)CN1C(=O)COc2ccc(C(C)(C)C)cc21	2%	9%	-6	4
O=C(NCc1csc(-c2ccccc2)n1)c1ccco1	1%	1%	10	8
COc1ccc(CNC(=O)Cn2cc([N+](=O)[O-])nc2C)cc1	-15%	-1%	-86*	4
O=c1c(-c2cccs2)nc2cncnc2n1C1CC1	-4%	-2%	.	.
COCCn1c(N)c(C(=O)Nc2sc3c(c2C(=O)OC)CCCC3)c2nc3ccccc3nc21	-6%	10%	?	10
CC1CCc2sc(NC(=S)NC(=O)c3ccccc3)c(C#N)c2C1 (stereo not given)	1%	.	-80*	.
CCOc1ccccc1C(=O)N/N=C/c1cccc2cccnc12	2%	35%[activator]	-5	13
Cc1ccc(S(=O)(=O)NNc2ccccc2)c(C)c1	?	.	?	.
O=C(CSc1n[nH]c(-c2ccccc2)n1)Nc1ccc(Br)cn1	-8%	.	33	-2
Cc1noc(C)c1CSc1nnc(-c2ccncc2)n1-c1cccc(Cl)c1C	4%	9%	-6	6
CN(C)S(=O)(=O)Nc1ccccc1C(N)=O	-1%	-4%	?	-2
CN(C)C(=O)[C@@H]1C[C@H]1[C@@H](NC(=O)OCc1ccccc1)c1ccccc1	-1%&0%	3%	-17	.
N#CC1=C(S)N=C(N)C(c2nc(-c3ccccc3)cs2)C12CCCCC2 (stereo not given)	-17%	-14%	-2	7
Cc1ccc(Nc2nc(N)nc(CSc3nnnn3-c3ccccc3)n2)cc1	0%	-27%	31	1

Three records picked at random from the list so far, as already listed:
SMILES	12-hLO inh	ALOX15B inhib	PNC inhibitor	IMPase inh
CCOc1ccccc1C(=O)N/N=C/c1cccc2cccnc12	2%	35%[activator]	-5	13
COC(=O)c1ccccc1OC(=O)c1ccc(Br)o1	-7%	3%	-14	-1
O=C(CNS(=O)(=O)c1ccccc1)OCC(=O)c1ccc(OC(=O)c2ccccc2)cc1	0%	-4%	82	1

Going on with the list.
SMILES	12-hLO inh	ALOX15B inhib	PNC inhibitor	IMPase inh
Cn1c(SCC(=O)Nc2ccc3nc(SCC(=O)N4CCCC4)sc3c2)nnc1-c1ccccc1	-11%	-27%	-22	?
Cc1ccsc1C(=O)OCC(=O)Nc1ccc(Cl)cc1C(F)(F)F	2%	.	4	-9
Cn1c(=O)c2c(nc(Sc3n[nH]c(N)n3)n2Cc2ccccc2Cl)n(C)c1=O	-5%	-9%	51	-7
O=C(O)[C@H]1O[C@H]1C(=O)O	-2%[11.4 µM]	-2%[11.4 µM]	.	.
CC(C)(C)NC(=O)CC(CC(=O)O)c1ccccc1 (stereo not given)	3%	-2%	34	0
O=c1c2ccccc2nnn1CSc1ccccc1	-4%	.	?	5
Cc1ccc(Cl)cc1NC(=O)CCC(=O)Nc1cc(Cl)ccc1C	-2%	-6%	?	-5
C=CCSC1=C(C#N)C(c2ccccc2Cl)CC(=O)N1 (stereo not given)	-5%	-2%	18	-4
O=C(CCCN1C(=O)c2ccccc2C1=O)NCC1CCCO1 (stereo not given)	-3%	11%	?	5
CCOC(=O)Cn1c(=O)oc2cc(S(=O)(=O)Nc3c(C)cc(C)cc3C)ccc21	-7%	-4%	10	11
Cc1ccc(C(=O)N2CCN(c3ncccn3)CC2)cc1S(=O)(=O)N1CCCCC1	2%	.	101	.
CCCCCCC(=O)Nc1nc(C)c(-c2csc(Nc3ccc(Cl)cc3)n2)s1	?	16%	?	-5
COc1ccc(N(Cc2cc3ccc(C)cc3[nH]c2=O)C(=O)c2ccco2)cc1	-1%	-19%	-84*	5
CCN(CC)S(=O)(=O)c1ccc(N2CCOCC2)c(NC(=O)c2ccccc2)c1	1%	.	11	.
O=C(CCC(=O)Nc1ccccc1)NNC(=O)c1ccco1	1%	-1%	?	-14
Cc1ncc([N+](=O)[O-])n1CC(C)O (stereo not given)	-3%&4%	0%&-1%	4	2
Cc1nc2cc(-c3ccc(F)cc3)nn2c(N2CCOCC2)c1C	1%	2%	1	-5
CCCCNC(=O)c1onc(CSc2ccc(F)cc2)c1C(=O)O	6%	0%	69	0
CCN(CC)c1nc2c3c(nc4c(c3c1C#N)CC(=O)N4c1ccc(Cl)cc1)NC(C)=N2	-5%	.	13	-7
COc1ccc2ccccc2c1/C=N/NC(=O)c1cccc(Br)c1	4%	.	-17	.
Cc1ccccc1NC(=O)N1C2CCC1CC(O)(c1cccnc1)C2 (stereo not given)	-2%	2%	17	-5
Cc1nn(-c2ccccc2)c(CC(C)(C)C(=O)O)c1C(=O)O	0%	7%	-21	1
CCCCCOC(=O)C1=C(C)Nc2ncnn2C1c1cccs1 (stereo not given)	2%	25%	?	17
Cc1c(C)c(C)c(/C=[N+](/C)[O-])c(C)c1C	1%	.	34	.
COc1cc(C2N(c3ccc(Cl)c(Cl)c3)C(=O)C3CCCN32)cc(OC)c1OC (stereo not given)	-5%	9%	-22	?
COc1cc2c(C(=O)N3CCCc4ccccc43)cn(C)c(=O)c2cc1OC	-4%	7%	?	13
Cc1ccc(CNC(=O)CCCc2nc3ccccc3s2)cc1	2%	.	23	.

The list is partial (hit frequency here may not be typical).
